Bioassay records (PubChem BioAssay)
miR122 inh = inhibitors of miR-122 in Huh7 cells; activation (reporter increase), % at 12.5 µM; 340,000 tested, 0.3% active; AID 602342; Huh7 miR-122 Renilla luciferase sensor, 48 h; neutral wells = 0, positive control = 100;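 active = mean replicate activation score at least 90 and every replicate individually at or above 90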;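 also: higher luciferase means less miR-122 activity so hits act as miR-122 inhibitors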
Cneo AK release = causes C. neoformans cell lysis. adenylate kinase release luminescence, 4 h; normalised: neutral wells 0, clomiphene wells 100. AID 651654. lysis activity, % at 15 µM. 360,000 tested, 0.2% active;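 active = mean lysis activity across replicates of at least 80%, whatever share of replicates individually reach that level; inactive = mean lysis activity below 80%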
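Material: C. neoformans cells; Schedule: 4 h static compound exposure, 37 °C, read 1 h post-reagent; Measured by: adenylate kinase release luminescence; Read-out: signal increase indicating cell lysis; Controls: Clomiphene as positive lysis control.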
PGC1a acetyl inh = modulators of PGC1a acetylation; U2OS PGC1a acetylation, AlphaScreen anti-acetyl-lysine; with virally co-expressed GCN5 acetyltransferase; inhibition, % at 15.6 µM; 350,000 tested, 0.17% active;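 active = every replicate shows inhibition of at least 40%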;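 also: 0% = neutral control wells and 100% = positive control wells; some results beyond the cut were filed as inactive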
* = called active by the depositor. This is a subset, so the mix of outcomes need not match the whole.

Values run as follows: miR122 inh | Cneo AK release | PGC1a acetyl inh
- CCCCc1nnc(NC(=O)CS(=O)(=O)Cc2ccccc2)s1
    -2 | -5 | 0
- Cc1ccccc1S(=O)(=O)c1c(C)cc(C)n(C(C)C)c1=O
    -3 | 1 | -2
- COc1ccc(NC(=O)NC(C)(C(F)(F)F)C(F)(F)F)cc1
    -1 | -2 | 5
- CCOC(=O)CNC(=O)CSc1nnc(-c2ccccc2OC)n1CC
    -1 | 6 | 8
- CN(CC(=O)N1CCc2ccccc21)S(=O)(=O)c1ccc(Br)s1
    3 | 0 | 5
- CCCCc1ccc(NC(=O)CSCc2cc(=O)[nH][nH]2)cc1
    -3 | 2 | -4
- COc1ccc(C(=O)N2CC=C(c3ccccc3)CC2)cc1S(=O)(=O)N1CCOCC1
    8 | 0 | 7
- C#CCOCCOCCOCCNc1nc(N2CCN(C(=O)CCCCCCCCCCNC(=O)Cn3cc(C[C@@H](C)O)nn3)CC2)nc(N2CCN(C(=O)CCCCCCCCCCNC(=O)[C@H](CCCN=C(N)N)n3cc(C[C@@H](C)CC)nn3)CC2)n1
    -5 | -3 | -7
- COC(=O)CCN(C)CCC(=O)OC
    -7 | -2 | 12
- CCOc1ccc(N2C(=O)CC(N3CCC(NC(=O)Nc4ccccc4)CC3)C2=O)cc1 (stereo not drawn)
    -2 | 2 | -6
- Cc1nc(-c2ccccc2)sc1C(=O)CSc1ccccc1
    -4 | 6 | -4
- COC(=O)c1ccc(Nc2nc(C)cc(=O)[nH]2)cc1
    0 | 2 | 1
- CC(=O)c1c(C(C)=O)c(C)n(-c2ccc(C(=O)O)cc2)c1C
    -2 | -1 | 9
- C=CCn1c(=N)n(CC(O)c2ccco2)c2ccccc21 (stereo not drawn)
    -1 | 0 | 7
- O=C(NCC(=O)N(Cc1ccccc1)C(C(=O)NC1CCCCC1)c1ccco1)c1ccco1 (stereo not drawn)
    1 | -2 | 9
- COc1ccc(N2C(=O)C(Cl)=C(Nc3ccccc3O)C2=O)cc1
    4 | 0 | -8
- CCOC(=O)CCCNC(=O)CN1C(=O)NC2(CCCCCC2)C1=O
    0 | 8 | 2
- COC(=O)c1cc(Br)c(=O)n(CCC2=CCCCC2)c1
    3 | -24 | -1
- Nc1nc(Nc2ccc(Cl)cc2)n[nH]1
    -2 | 1 | 16
- O=C(N/N=C\c1ccc(Cl)s1)c1cccs1
    5 | 1 | -5

By substructure, the entries above with sulfur.
Values run as follows: miR122 inh | Cneo AK release | PGC1a acetyl inh
- CCCCc1nnc(NC(=O)CS(=O)(=O)Cc2ccccc2)s1
    -2 | -5 | 0
- Cc1ccccc1S(=O)(=O)c1c(C)cc(C)n(C(C)C)c1=O
    -3 | 1 | -2
- CCOC(=O)CNC(=O)CSc1nnc(-c2ccccc2OC)n1CC
    -1 | 6 | 8
- CN(CC(=O)N1CCc2ccccc21)S(=O)(=O)c1ccc(Br)s1
    3 | 0 | 5
- CCCCc1ccc(NC(=O)CSCc2cc(=O)[nH][nH]2)cc1
    -3 | 2 | -4
- COc1ccc(C(=O)N2CC=C(c3ccccc3)CC2)cc1S(=O)(=O)N1CCOCC1
    8 | 0 | 7
- Cc1nc(-c2ccccc2)sc1C(=O)CSc1ccccc1
    -4 | 6 | -4
- O=C(N/N=C\c1ccc(Cl)s1)c1cccs1
    5 | 1 | -5

(further entries)
Values run as follows: miR122 inh | Cneo AK release | PGC1a acetyl inh
- Oc1ccc(Br)cc1/C=N/n1cnc2ccccc21
    -7 | -2 | 9
- O=c1ccc2cc(S(=O)(=O)N3CCOCC3)ccc2o1
    -4 | 0 | 6
- N=c1c(C(=O)NCc2ccc(F)cc2)cc2c(=O)n3ccccc3nc2n1Cc1ccco1
    0 | -1 | 4
- CCOC(=O)[C@@H]1[C@H]2COc3ccccc3[C@H]2N2C(=O)N(c3ccc(Cl)cc3)C(=O)[C@@]12C
    -8 | 9 | -8
- C=CCn1c(=O)c2ccccc2n2c(SCC(=O)Nc3cc(C)on3)nnc12
    -5 | -1 | -3
- CCOC(=O)C1=C(CSc2nncn2C)NC(=O)NC1c1cc(OCC)ccc1OCC (stereo not drawn)
    -5 | 0 | -1
- Cc1oc2cc(O)ccc2c(=O)c1N1C(=O)c2ccccc2C1=O
    -2 | 3 | 8
- Cc1[nH]c2ccc(Br)cc2c(=O)c1CN1CCOCC1
    3 | 2 | 6
- O=c1[nH]c(=O)n(CCO)c2nnn(Cc3ccccc3)c12
    -1 | 0 | 4
- COC(=O)CSc1nc(C)c(Oc2ccccc2)c(=O)[nH]1
    -5 | -1 | -8
- O=C(c1ccccc1)c1cccn1CC(=O)N1CCN(C2CCCCC2)CC1
    -1 | -1 | -13
- O=C(NCC(=O)N(c1ccc2c(c1)OCCO2)C(C(=O)NC1CCCC1)c1ccco1)c1ccco1 (stereo not drawn)
    4 | 2 | -3
- O=C(Nc1ccc(F)cc1)N(CCCN1CCOCC1)Cc1cc2cc3c(cc2[nH]c1=O)OCCO3
    3 | 1 | -14
- O=C(NCc1nnc(SCC(=O)N2CCN(c3ccccc3)CC2)o1)c1ccco1
    2 | -1 | -3
- O=C(Cc1ccc(Br)cc1)N1CCCCCC1
    -9 | -1 | 13
- CCc1nn(C(C)C(=O)NC(C)CCc2ccco2)c(=O)c2cc3occc3n12 (stereo not drawn)
    1 | 0 | -20
- O=c1cc(Nc2ccc3c(c2)OCO3)[nH]c(=O)n1-c1ccc(Br)cc1
    -4 | 0 | -8
- c1ccc(CCn2nnnc2C(c2cccnc2)N2CCN(c3ccccc3)CC2)cc1 (stereo not drawn)
    4 | -3 | 6
- O=C(Nn1cnc2ccccc2c1=O)C1CCCCC1
    3 | 0 | -8
- O=C(CSc1nnc(-c2ccc(O)cc2)n1Cc1ccco1)c1ccccc1
    0 | -2 | -16
- O=C(NCc1cccnc1)NC1CCCN1S(=O)(=O)c1ccc(Cl)cc1 (stereo not drawn)
    0 | -1 | -24
- COc1ccc(NC(=S)Nc2ccc(F)cc2)c(OC)c1
    13 | 1 | -3
- O=C(NCc1ccccc1)N1CCN(c2ccccc2F)CC1
    -8 | 0 | 2
- CN1CCN(C2CCCCC2NS(=O)(=O)c2ccc(Cl)cc2)CC1 (stereo not drawn)
    -6 | 1 | -9
- O=C(CCCN1C(=O)CCC1=O)Nc1cccc(C(F)(F)F)c1
    0 | 0 | -5
- Cc1ccccc1Cn1ccc(NC(=O)c2nc3ncccn3n2)n1
    0 | 0 | -3
- COc1cc(S(=O)(=O)NCCN2CCOCC2)c(OC)cc1Cl
    72 | 0 | 7
- Cc1ccc(S(=O)(=O)N/N=C\c2ccc([N+](=O)[O-])o2)cc1
    -1 | -1 | 13
- Fc1ccc(Cn2nnnc2C(c2cccs2)N2CCCCCC2)cc1 (stereo not drawn)
    40 | 2 | 10
- CCC1(C)Cc2nc3sc(C(=O)O)c(N)c3cc2CO1 (stereo not drawn)
    -9 | -4 | -4
- CN(Cc1nc(-c2ccncc2)no1)S(=O)(=O)c1ccc(Cl)cc1
    2 | -1 | -9
- CC1CCc2c(C(=O)NCC3CCCO3)csc2C1 (stereo not drawn)
    0 | -2 | -3
- O=C1CC(O)(c2ccccc2)C(c2ccccc2)=C1c1ccccc1 (stereo not drawn)
    10 | 1 | -51
- N#Cc1c(/N=C/N2CCCC2)oc(-c2ccccc2)c1-c1ccccc1
    -12 | 0 | -19
- COc1ccc(-c2nc(C(N)=O)c3[nH]c(=O)n(-c4cccc(Cl)c4)c3n2)cc1OC
    5 | 1 | -58
- O=C(CSc1nc(-c2ccccc2)cs1)NCc1ccco1
    -4 | -4 | -16
- O=c1c2ccccc2nc(SCc2cn3ccsc3n2)n1-c1ccc(F)cc1
    -1 | 6 | -9
- Cc1cc(C)n(-c2nc3c(c(=O)[nH]c(=O)n3C)n2CC(C)C)n1
    1 | 3 | -9
- O=C(CNS(=O)(=O)c1ccc2ccccc2c1)OCc1nnc(-c2ccccc2)o1
    -4 | 5 | -4
- CCN1C(=NCCc2cccs2)N[C@@H](c2cccs2)C(C(=O)OC)=C1C
    0 | 3 | -16
- Cc1ccc(N2C(N)=C(C#N)C(c3ccsc3)C3=C2CC(C)(C)CC3=O)cc1 (stereo not drawn)
    8 | -1 | -12
- C=CCn1c(O)c(N=NC(=O)c2ccc3c(c2)OCO3)c2ccccc21
    5 | 6 | 0
- COc1cccc(-n2c(CNc3ccc(F)cc3)nnc2SCC(N)=O)c1
    -7 | 4 | 16
- CC(C)(C)OC(=O)c1c(N)n(CCCN2CCCC2=O)c2nc3ccccc3nc12
    -2 | 2 | 23
- CCCCOC(=O)C(C#N)c1nc2ccccc2nc1N1CCOCC1 (stereo not drawn)
    -2 | -2 | 3
- O=C(CCSCCc1ccncc1)NCCCN1CCOCC1
    -2 | 5 | -2
- O=C(NCc1cccs1)C1CCCN(S(=O)(=O)c2cccs2)C1 (stereo not drawn)
    1 | -1 | -5
- CC1(C)CC2(CC(C)(C)NC(=O)N2)NC(=O)N1
    3 | -1 | 2
- O=c1[nH]c(CN2CCN(c3ccccc3)CC2)nc2ccccc12
    -3 | -1 | 0
- CCOc1cc(C2C(C(=O)c3ccccc3)=C(C(=O)OC)Nc3nnnn32)ccc1O (stereo not drawn)
    -5 | 1 | -4
- O=C(C1=C(O)C(=O)N(Cc2ccccc2)C1c1ccco1)c1ccco1 (stereo not drawn)
    -7 | -1 | 6
- COc1ccccc1N1CCN(C(=O)Cn2nc(C(F)(F)F)c3c2CCC3)CC1
    -5 | 1 | -7
- O=C(c1cc(-c2ccncc2)nc2ccccc12)N1CCN(c2ccccn2)CC1
    2 | 9 | -6
- CCSc1nsc(NC(=O)Nc2ccc(F)cc2F)n1
    -4 | 1 | 16
- CCN(CC)c1ccc(C(=O)n2cnc3ccccc32)cc1
    2 | 2 | 7
- CCN(CC)C(=O)c1cc2sc3ccccc3c2s1
    3 | -6 | -12
- CCOC(=O)C1=C(C)SC2=NS(=O)(=O)CCN21
    1 | 0 | 12
- O=C(NCc1cccs1)C1CCC(CNS(=O)(=O)c2ccc(Br)s2)CC1 (stereo not drawn)
    7 | 1 | -22
- CCOC(=O)Cn1c(=N)n(Cc2ccccc2)c2ccccc21
    -2 | 1 | 6
- COC(=O)CCN(C1CCCCC1)S(=O)(=O)c1ccc(S(=O)(=O)N2CCCCC2)cc1
    -1 | 1 | -13

2 entries from above in another layout.
structure: CCOC(=O)C1=C(C)SC2=NS(=O)(=O)CCN21
  miR122 inh: 1; Cneo AK release: 0; PGC1a acetyl inh: 12
structure: O=C(NCc1cccs1)C1CCC(CNS(=O)(=O)c2ccc(Br)s2)CC1 (stereo not drawn)
  miR122 inh: 7; Cneo AK release: 1; PGC1a acetyl inh: -22

Next results
Values run as follows: miR122 inh | Cneo AK release | PGC1a acetyl inh
- Clc1cccc(Cl)c1CNC1CCCC1
    -3 | -3 | 9
- Cc1c(Cl)c([N+](=O)[O-])nn1CC(=O)NC1CCCCC1
    4 | 2 | -24
- Cn1ccnc1SCC(=O)Nc1sccc1C#N
    0 | 0 | 0
- CC(C)(C)OC(=O)N1CCC[C@H]1c1nnc(SCc2ccc(Cl)cc2Cl)o1
    -6 | -5 | 1
- CC(C)(C)OC(=O)NCCC(=O)Oc1ccc2ccc(=O)oc2c1
    -1 | 0 | 19
- COc1ccc(-n2nnnc2SCc2nc(N)nc(N3CCOCC3)n2)cc1
    -5 | -1 | 8
- CCOC(=O)c1ccc(N2C(=O)CC(N3CCN(C(=O)c4ccco4)CC3)C2=O)cc1 (stereo not drawn)
    -4 | 0 | -7
- CCc1ccc2[nH]c(=O)c(C3C(C#N)=C(N)Oc4c3ccc3cccnc43)cc2c1 (stereo not drawn)
    5 | -3 | 11
- COc1ccc(CC(=O)n2nc(-c3ccc(Cl)cc3)nc2NCc2ccco2)cc1
    3 | -2 | 2
- CC1CCN(Cc2nc3c(c(=O)n(C)c(=O)n3C)n2CCc2ccccc2)CC1
    -2 | 3 | -7
- COc1ccc(N2C(=O)CC(NCc3ccncc3)C2=O)cc1 (stereo not drawn)
    0 | 0 | -5
- CN(c1ccccc1)S(=O)(=O)c1ccc(NC(=O)C2CCCCC2C(=O)O)cc1 (stereo not drawn)
    -3 | -2 | -19
- CC1CCc2cc(F)ccc2N1C(=O)C1(C)CC1(Cl)Cl (stereo not drawn)
    -2 | -2 | -20
- COc1ccc(N2CCN(CC(=O)Nc3nnc(-c4ccccc4)s3)CC2)cc1
    34 | 0 | -1
- O=C(NCCOC(=O)C1COc2ccccc2O1)c1cccnc1 (stereo not drawn)
    0 | 4 | 4
- CCC(=O)N1CCc2cc(S(=O)(=O)N3CCN(c4cc(C)ccc4C)CC3)ccc21
    0 | 2 | 4
- Cc1cc(C)cc(NC(=O)CCC(=O)Nc2cc(C)on2)c1
    -11 | 5 | 12
- Cc1ccc(Oc2nn[nH]n2)cc1
    -5 | -1 | -4
- COc1ccc(C)cc1NC(=O)CSc1nnc(COc2ccc(C)cc2)n1Cc1ccco1
    8 | -6 | -4
- Cc1ccc2c(c1)c1ncnc(N3CCOCC3)c1n2C
    0 | -5 | 0
- O=c1[nH]nnc2sc3c(c12)CCCC3
    -8 | -1 | 3
- O=C(CCN1C(=O)COc2ccccc21)NCCC1=CCCCC1
    -6 | 3 | -13
- COc1ccc(C(=O)C(c2ccccc2)N2CCOCC2)cc1 (stereo not drawn)
    1 | 4 | 7
